eIF4E 4G PPI = blocks eIF4E binding to eIF4G; P63073+Q04637; TR-FRET eIF4E-eIF4GI(517-606) binding, 2 h; hit rate 0.37% among 220,000; inhibition, % at 21.7 µM;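 also: 0% = full FRET control wells and 100% = background wells lacking eIF4GI fragment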
14-3-3 Bad inh = disrupts binding of bovine 14-3-3 zeta to phospho-Bad peptide | P63103 | TR-FRET 14-3-3zeta/Dy647-pBad peptide displacement, 1 h | inhibition, % at 21.7 µM | hit rate 0.71% among 220,000 | AID 781;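 active = inhibition above about 70%, limit read from the data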;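 also: 0% = full 14-3-3 plus peptide FRET controls and 100% = background without 14-3-3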
KCC2 mod = KCC2 (human) Cl- transport modulation | Q9H2X9 | KCC2 cells, thallium flux FluoZin-2 fluorescence | B-score of Tl+ flux slope (higher = more flux/activation; lower = inhibition) at 10 µM | hit rate 2.2% among 190,000 | AID 1456;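 active = thallium flux slope and its plate-corrected score both differing from the plate sample mean at a set confidence after two filtering rounds, in either direction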;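 also: slope of fluorescence scaled to starting intensity during 10 to 20 s after thallium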
Target sequence (Q9H2X9 whole entry, looked up): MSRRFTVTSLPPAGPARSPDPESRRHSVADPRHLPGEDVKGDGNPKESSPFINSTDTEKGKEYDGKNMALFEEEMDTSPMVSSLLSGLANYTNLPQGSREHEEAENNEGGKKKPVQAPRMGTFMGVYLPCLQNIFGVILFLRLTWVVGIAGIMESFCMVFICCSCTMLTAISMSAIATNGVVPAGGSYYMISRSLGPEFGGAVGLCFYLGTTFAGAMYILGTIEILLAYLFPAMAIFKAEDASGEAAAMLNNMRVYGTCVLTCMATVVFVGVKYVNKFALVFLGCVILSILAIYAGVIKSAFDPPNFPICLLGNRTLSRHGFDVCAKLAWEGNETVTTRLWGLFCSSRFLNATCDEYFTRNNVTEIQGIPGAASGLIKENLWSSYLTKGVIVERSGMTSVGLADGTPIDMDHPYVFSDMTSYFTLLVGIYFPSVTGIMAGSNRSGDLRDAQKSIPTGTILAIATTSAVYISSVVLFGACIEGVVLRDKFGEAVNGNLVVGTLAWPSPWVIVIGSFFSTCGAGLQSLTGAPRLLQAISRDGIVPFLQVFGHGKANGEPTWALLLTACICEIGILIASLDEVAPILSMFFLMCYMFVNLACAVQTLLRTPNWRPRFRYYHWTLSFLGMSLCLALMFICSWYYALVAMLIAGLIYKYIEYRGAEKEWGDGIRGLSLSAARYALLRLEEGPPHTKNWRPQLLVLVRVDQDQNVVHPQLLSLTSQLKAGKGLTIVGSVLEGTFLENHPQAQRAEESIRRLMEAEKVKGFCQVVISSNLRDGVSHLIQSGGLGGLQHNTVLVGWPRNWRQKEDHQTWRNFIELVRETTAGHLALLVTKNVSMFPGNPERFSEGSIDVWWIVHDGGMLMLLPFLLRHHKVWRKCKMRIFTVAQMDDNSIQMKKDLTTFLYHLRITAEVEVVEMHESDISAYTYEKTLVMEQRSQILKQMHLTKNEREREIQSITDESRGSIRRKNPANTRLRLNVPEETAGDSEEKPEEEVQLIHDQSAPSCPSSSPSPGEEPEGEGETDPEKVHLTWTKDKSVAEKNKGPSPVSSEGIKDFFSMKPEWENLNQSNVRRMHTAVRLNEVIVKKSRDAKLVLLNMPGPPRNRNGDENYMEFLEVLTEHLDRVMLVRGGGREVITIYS
thrombin 1536 = thrombin (human) inhibition; hit rate 0.26% among 220,000; AID 1046; inhibition, % at 5 µM; P00734; alpha-thrombin, Boc-VPR-AMC fluorogenic substrate cleavage;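 active = inhibition at or above 40%; inactive = inhibition below 40%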;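 also: 0% = enzyme with no compound and 100% = wells without enzyme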
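Assay system: human alpha-thrombin enzyme. Reagent: Boc-VPR-AMC substrate, 15 µM final. Compound dosing: one concentration per compound, 5 µM, with 0.2% DMSO. Incubation: room-temperature reaction. Technique: AMC fluorescence, 355/460 nm. Measure: % inhibition relative to enzyme controls and enzyme-free blanks.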
NCF1 inh = blocks human p47phox regulatory protein of NADPH oxidases; P14598; p47phox/p22phox peptide binding, fluorescence polarization, 2 h; inhibition, % at 24.7 µM; hit rate 0.53% among 220,000; AID 1274;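 also: 0% = p47phox with labelled peptide and 100% = labelled peptide alone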
EBV gp42 block = inhibitors of Epstein-Barr virus glycoprotein 42. Q1HVG2. Fluorescence polarization binding assay, mP read-out. inhibition, % (tested at 21.74 µM). hit rate 0.42% among 220,000; in the data active = inhibition above about 50%
KLK5 inh = blocks human kallikrein 5 protease activity; inhibition, % at 5 µM; recombinant hK5, fluorogenic AMC substrate cleavage; Q9Y337; AID 873; hit rate 0.59% among 210,000;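 active = inhibition of 40% or more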;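 also: 0% = enzyme controls without compound and 100% = no-enzyme blanks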
Furin inhibitor = human furin inhibition | inhibition, % at 30 µM | hit rate 0.061% among 220,000 | purified furin, fluorogenic substrate cleavage; in the data active = inhibition above about 25%; also: inactives centre near -15
Rad51 HR inh = blocks human Rad51 in homologous recombination; hit rate 0.085% among 200,000; AID 1385; Q06609; inhibition, % at 10 µM; hRad51 DNA strand exchange, fluorescence dequenching;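 active = inhibition above 40% at the single screening dose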;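 also: 0% = DMSO control wells and 100% = blanks with heterologous ssDNA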
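Material: human Rad51–ssDNA filaments; Probe or stimulus: labelled 47-mer dsDNA for strand exchange; Doses: single 10 µM dose; Incubation: 37 °C 15-min filament assembly, 30-min compound preincubation, 15-min exchange; Technique: FRET fluorescence dequenching, excitation 485 nm, emission 520 nm; Measure: Fluorescence-based percent inhibition, control- and blank-normalised; Benchmarks: plate control and blank wells.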
Active calls of the source: *; / = no result given; [ ] = remark or other dose.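 The calls were made as follows, unless noted: active = inhibition above about 30% (limit read from the data); inactive = the rest.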

SMILES	eIF4E 4G PPI	14-3-3 Bad inh	KCC2 mod	thrombin 1536	NCF1 inh	EBV gp42 block	KLK5 inh	Furin inhibitor	Rad51 HR inh
CC(=O)Nc1ccccc1OCC(=O)N(Cc1ccccc1)C(C)C	9.0	-5.6[fluorescence artefact?]	0.173	-9.2	-2.7	-16.5	-6.7	-14.8	-9.0
CNc1c([N+](=O)[O-])cnn1-c1ccccc1F	-1.2	-15.9	0.342	4.8	-2.0	15.5	-8.3	-13.0	10.8
O=C1CC(c2ccccc2)CC2=C1C(c1ccccn1)Nc1ccccc1N2 (stereo unspecified)	-1.0	-4.2	0.684	-0.4	-0.2	-8.9	4.8	-3.8[20 µM]	-3.3
O=C(CN1CCc2ccccc2C1)NC1CCCC1	4.2	-8.4	0.406	-4.1	-6.9	-4.7	-10.9	-17.5	-19.6
O=C(O)c1cccc(Nc2ncnc3c2cnn3-c2ccccc2)c1	-7.5	54.9	/	4.5	0.3	12.4	-2.0	-23.8[20 µM]	8.6
COc1ccc(OC)c(/C=N/NC(=O)c2[nH]ncc2Br)c1	0.0	-17.4	/	-1.5	2.0	-11.5	0.3	-18.7	18.3
CCN(CC)CCNC(=O)Cn1c(C)cc2ccccc2c1=O	8.0	0.7	/	-1.8	-10.8	-1.2	-28.0	-24.8[20 µM]	-5.9
COc1cc(/C=N/NC(=O)C(Cc2c[nH]c3ccccc23)NC(=O)OCC(C)C)cc([N+](=O)[O-])c1OCc1ccccc1 (stereo unspecified)	5.3	-11.0	0.0243	-6.4	1.6	-16.1	-3.5	-26.6	1.5
COc1cc(/C=C(\C#N)C(=O)NCC2CCCO2)cc(OC)c1OC (stereo unspecified)	-1.3	2.4	0.0241	-1.7	-8.7	-9.7	0.7	-15.1	-1.8
C=CCn1c(SCC(=O)N2CCCCC2)nnc1-c1ccncc1	-0.2	-0.8	/	5.4	-4.3	-6.0	15.6	-1.3	-45.9
COCCCNC(=O)c1cc(Sc2nnc(C)s2)nc2ccccc12	0.4	3.9	0.203	-6.4	-8.7	-11.2	1.2	-12.0	/
COc1ccc(OC)c(Cc2nnc(CCC(=O)N3CCCCC3c3nccs3)o2)c1 (stereo unspecified)	2.6	-8.1	0.512	-6.3	-14.8	-6.6	1.9	-30.1	0.9
CCCCC1=CC2=C(c3ccco3)C(=O)C(C)(OC(=O)c3ccc(OC)cc3)C(=O)C2=CN1C1CCCCC1 (stereo unspecified)	-1.6	-4.5	-1.05	-2.2	-3.6	10.4	1.5	-19.1	5.0
CC(=O)Nc1ccc(S(=O)(=O)NCC(C)NS(=O)(=O)c2ccc(NC(C)=O)cc2)cc1 (stereo unspecified)	0.6	0.7	/	-14.3	-4.4	-6.8	-2.2	-4.5[20 µM]	1.1
CCOC(=O)N1CCN(C(=O)CSCC(=O)Nc2nc(-c3ccc(C)cc3)cs2)CC1	0.4	3.8	-1.15	-6.9	-5.8	-7.0	-7.5	-9.9	-7.8
CS(=O)(=O)N1CCc2cc(C(=O)N3CCCCC3)ccc21	0.2	7.6[fluorescence artefact?]	0.315	2.1	-8.8	-19.6	-23.4	-26.0[20 µM]	-3.4
CCC(=O)Nc1cccc(-c2cn3ccsc3n2)c1	-0.9	4.5[fluorescence artefact?]	/	5.2	-9.0	-15.8	-4.2	-3.5[20 µM]	5.0
CC(/C=N/NC(=O)NC1CCCCC1)=C\c1ccccc1	5.4	-4.0	-0.133	7.4	6.5	3.4	21.9	-6.7	1.4
Nc1ccc(S(=O)(=O)c2ccc(N)cc2)cc1	2.7	8.0	-0.653	-3.1	0.6	-11.0	-11.7	-10.1	-12.0
O=C(N/N=C/c1cn(CC(=O)N2CCOCC2)c2ccccc12)c1cccnc1	5.8	-0.3	-0.209	3.0	3.6	-12.6	2.3	-3.6	/
COc1cccc(N(CC(=O)NCc2ccco2)C(=O)CCC(=O)Nc2nccs2)c1	-6.3	5.9	-0.994	2.7	-4.1	-7.6	3.9	-18.3	-1.4
CC(C#N)On1c(SC(C)C#N)nc2ccccc2c1=O (stereo unspecified)	13.0	2.8	/	-8.4	-1.4	-3.4	-1.9	-1.1	-1.4
CC(C)(C)c1cc(NC(=O)c2cccc(S(=O)(=O)N3CCOCC3)c2)no1	9.6[fluorescence artefact?]	23.6[fluorescence artefact?]	0.843	-3.2	-6.1	-14.2	-8.4	-10.7	-12.5
CN(C)C(=O)COn1c(SCC(=O)N(C)C)nc2ccccc2c1=O	7.7	5.4[fluorescence artefact?]	1.13	-0.2	-9.9	-15.0	8.2	-12.2	-1.4
Cc1ccc(C(C[N+](=O)[O-])c2c(C)[nH]n(-c3ccccc3)c2=O)cc1 (stereo unspecified)	2.9	-3.5	0.653	-1.8	-12.3	-13.2	-17.4	-22.4	24.4
CC(=O)N(c1ccc(Cl)cc1)c1nc(C)cc(C)c1C#N	-3.7	1.1	-0.536	-3.5	-15.0	-9.1	-1.8	-15.4	-4.9
CCOc1ccccc1NC(=O)CN1CCC(NC(=O)c2ccccc2C)CC1	2.3	-1.5	-0.856	-0.8	-12.3	-17.5	-0.2	-30.7	-8.7
Cc1nc2ncnn2c(C)c1CCC(=O)O	0.2	1.9	0.515	4.5	0.8	-20.6	-6.0	-19.0[20 µM]	-4.0
CCn1c(SCC(=O)NC2CCCCC2C)nnc1-c1ccc(OC)cc1 (stereo unspecified)	-3.3[fluorescence artefact?]	3.9	/	-7.2	-2.0	-17.8	9.7	-22.2	-3.8
O=C(CSc1nnc2c(Cl)cc(C(F)(F)F)cn12)N(Cc1ccccc1)Cc1ccccc1	2.0	-1.9	-1.02	-2.0	-13.6	9.6	-5.2	-9.2	/
CCc1nnc(NC(=O)Cc2c[nH]c3ccccc23)s1	0.1	1.8	2.09	-0.3	-11.9	-5.7	3.6	-4.2	-22.2
Oc1[nH]c2ccccc2c1N=NC(=S)NCC1CCCO1 (stereo unspecified)	-3.9	3.6	4.17*	-3.9	-5.1	-0.1	-31.5	-1.7	3.2
Cc1c(C)c2cc(Cl)c(O)c(CN3CCCCC3)c2oc1=O	-3.7	7.8[fluorescence artefact?]	0.511	-33.5	-94.0	0.1	-169.3	-72.9[20 µM]	7.4
O=C1CN(C(=O)COC(=O)C23CC4CC(CC(O)(C4)C2)C3)c2ccccc2N1	-0.6	15.7[fluorescence artefact?]	-0.251	-2.9	-11.1	-14.6	8.4	-12.5[20 µM]	-5.2
CNC(=O)c1ccc(=O)n(Cc2cccc(C(F)(F)F)c2)c1	-1.7	-5.1	-0.809	-4.7	1.4	2.5	-7.5	-5.1	-1.0
O=C(CN(Cc1ccc(Cl)c(Cl)c1)S(=O)(=O)c1ccccc1)N/N=C\c1ccc2c(c1)OCO2	-4.1[fluorescence artefact?]	2.2[fluorescence artefact?]	-0.401	-4.2	-3.6	16.3	0.5	-3.7[20 µM]	/
N#Cc1c(N2CCCC2)ccc(Br)c1Cl	1.1	0.5	/	-0.1	-12.5	-15.8	5.8	-13.3	15.9
COc1ccc(/C=C2/S/C(=N/S(=O)(=O)Cc3ccccc3)NC2=O)cc1OC	1.1	1.4	-5.37	-5.3	-30.8	-15.6	0.3	0.8	0.2
CC(C)Cc1nc2sc3c(c2c(=O)n1N)CC(C(C)C)OC3 (stereo unspecified)	3.2	-1.7	0.031	2.6	-8.0	-17.4	2.8	-3.3	6.5
Cc1nn2c3ccccc3n(Cc3ccccc3)c2nc1=O	0.7[fluorescence artefact?]	10.8	-0.602	-2.7	1.8	-23.5	-1.3	-18.1[20 µM]	3.8
O=C(Cn1cnc2c(oc3ccccc32)c1=O)N1CCN(c2ccccc2)CC1	2.3	-1.1	/	-1.8	-4.2	-6.6	-14.1	-5.2[20 µM]	/
CC(C)Sc1nnc([C@@H]2CCCN2C(=O)OC(C)(C)C)o1	5.9[fluorescence artefact?]	-24.7	0.341	19.0	-2.9	-7.9	19.9	-30.3	4.2
CCOc1ccc(/C=N/NC(=O)c2csc(C)c2C)c(OCC)c1	3.9	-1.6[fluorescence artefact?]	-0.539	15.6	-0.6	-13.0	31.6	-19.5	/
CCOC(=O)CSC1=C(C#N)C(c2ccccc2C)C2=C(CCCC2=O)N1 (stereo unspecified)	3.3	-5.0	-0.957	-3.1	-6.2	-10.7	-5.8	-12.1	2.0
CC(C)n1nc(C(=O)Oc2cc(Cl)ccc2Cl)c2ccccc2c1=O	1.6	-3.1	0.0993	-3.3	-10.2	-22.4	3.4	-6.4	1.3

Compounds above that contain bromine, in the order listed:
SMILES	eIF4E 4G PPI	14-3-3 Bad inh	KCC2 mod	thrombin 1536	NCF1 inh	EBV gp42 block	KLK5 inh	Furin inhibitor	Rad51 HR inh
COc1ccc(OC)c(/C=N/NC(=O)c2[nH]ncc2Br)c1	0.0	-17.4	/	-1.5	2.0	-11.5	0.3	-18.7	18.3
N#Cc1c(N2CCCC2)ccc(Br)c1Cl	1.1	0.5	/	-0.1	-12.5	-15.8	5.8	-13.3	15.9

KCC2 mod: what is marked active above
| Compound | eIF4E 4G PPI | 14-3-3 Bad inh | KCC2 mod | thrombin 1536 | NCF1 inh | EBV gp42 block | KLK5 inh | Furin inhibitor |
| --- | --- | --- | --- | --- | --- | --- | --- | --- |
| Oc1[nH]c2ccccc2c1N=NC(=S)NCC1CCCO1 (stereo unspecified) | -3.9 | 3.6 | 4.17* | -3.9 | -5.1 | -0.1 | -31.5 | -1.7 |

Other results follow.
SMILES	eIF4E 4G PPI	14-3-3 Bad inh	KCC2 mod	thrombin 1536	NCF1 inh	EBV gp42 block	KLK5 inh	Furin inhibitor	Rad51 HR inh
Cc1cccc(C)c1N=Cc1c(O)n(-c2nccs2)c(=O)c2ccccc12	5.4	0.1	-0.387	-10.0	-51.0	-9.6	-6.1	-1.0	-5.9
Nc1ncnc2nc(SCCOc3ccc(Cl)cc3)[nH]c12	-4.8	-15.9	-1.39	-8.6	3.2	-6.3	-33.2	-14.2	-3.6
O=C(N/N=C/c1cccc2cccnc12)c1ccccc1O	-6.4	-14.6	1.68	-1.0	-11.8	-2.7	-22.4	7.9	1.0
COc1ccc(NC(=O)Cc2c[nH]c3ccccc23)cc1S(=O)(=O)N1CCCCC1	-5.8	-4.0[fluorescence artefact?]	-0.0988	0.4	-7.2	2.3	-1.0	-34.9	/
O=C(Cn1cc(C(F)(F)F)ccc1=O)N/N=C/c1cccc(Cl)c1Cl	0.6	-10.9	-1.32	-13.4	-4.3	6.7	-18.2	-0.7	-4.3
CCCCC(C(=O)NC1CCCC1)N(Cc1ccco1)C(=O)Cn1nnc(-c2ccc(F)cc2)n1 (stereo unspecified)	-12.5	-1.6	-1.54	5.1	-4.3	-20.6	1.6	-9.1[20 µM]	-0.7
CC(C)CCN(CC(=O)NC(C)(C)C)C(=O)C(=O)Nc1ccc2c(c1)OCCO2	1.4	-6.9	0.293	-8.5	-3.6	-7.6	-5.0	-15.2	6.0
Cc1ccc2cccc(S(=O)(=O)N3CCN(c4cccc(Cl)c4)CC3)c2n1	-0.2	-5.3	/	-8.5	-17.5	-6.8	-5.9	-13.0[20 µM]	2.2
CC1=C(C(=O)OC(C)C)[C@@H](c2ccc(C)o2)NC(=O)N1	1.5	3.4	-2.57	-4.3	-0.5	0.8	-14.4	-8.1	/
O=C1CC(NC23CC4CC(CC(C4)C2)C3)C(=O)N1c1ccc2c(c1)OCO2 (stereo unspecified)	-3.6[fluorescence artefact?]	-14.6[fluorescence artefact?]	0.391	-12.1	-3.6	-0.4	-30.2	-17.0[20 µM]	-4.4
CCCCNc1nc(CC)c2c(c1C#N)CCCC2	-3.4	-3.1	0.0921	0.5	-10.8	-4.2	-17.6	-17.5[20 µM]	-4.5

Screens as filed in PubChem.
